L3MBTL1 block = inhibitors of human L3MBTL1; Q9Y468; AlphaScreen L3MBTL1–H3K9me1 peptide binding; Potency, µM (highest dose often 57.1 µM), without a hit: at the top dose activity, negative = inhibition, hits mostly inhibitors; hit rate 0.66% among 230,000; AID 485360; active means well fitted inhibition curve with a large enough effect; inconclusive means small, poorly fitted or top-dose-only effect; inactive means no such curve, though single readings can be large or run the other way; further: nearly all actives have a fitted effect of over 60% in size
Target sequence (Q9Y468 whole entry, looked up): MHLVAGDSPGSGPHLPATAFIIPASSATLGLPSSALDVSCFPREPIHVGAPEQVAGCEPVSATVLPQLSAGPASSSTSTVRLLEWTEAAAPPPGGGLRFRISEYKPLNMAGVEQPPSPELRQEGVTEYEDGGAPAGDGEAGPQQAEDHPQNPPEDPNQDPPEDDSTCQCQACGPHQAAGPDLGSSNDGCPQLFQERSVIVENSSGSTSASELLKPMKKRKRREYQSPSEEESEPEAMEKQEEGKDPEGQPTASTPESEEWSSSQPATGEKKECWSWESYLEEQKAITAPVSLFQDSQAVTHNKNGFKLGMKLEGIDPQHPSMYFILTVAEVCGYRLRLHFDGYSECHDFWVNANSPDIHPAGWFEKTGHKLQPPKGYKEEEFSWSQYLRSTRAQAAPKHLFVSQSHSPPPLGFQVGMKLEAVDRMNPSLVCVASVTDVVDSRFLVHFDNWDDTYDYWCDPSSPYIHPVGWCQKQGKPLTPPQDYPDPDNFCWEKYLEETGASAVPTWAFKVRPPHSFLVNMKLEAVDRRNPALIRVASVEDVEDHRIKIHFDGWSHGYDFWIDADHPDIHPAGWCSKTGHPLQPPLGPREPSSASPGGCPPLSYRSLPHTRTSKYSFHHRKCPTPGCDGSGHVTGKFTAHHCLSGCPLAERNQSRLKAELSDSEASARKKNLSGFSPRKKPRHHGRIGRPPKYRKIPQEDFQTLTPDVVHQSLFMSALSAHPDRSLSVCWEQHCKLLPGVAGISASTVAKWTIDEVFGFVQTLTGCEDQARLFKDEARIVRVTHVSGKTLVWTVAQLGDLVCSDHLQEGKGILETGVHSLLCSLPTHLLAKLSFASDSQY
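First, the protein-peptide complex forms for 30 min at room temperature (L3MBTL1 50 nM, biotinylated H3K9me1 peptide 75 nM). Next, compounds are pin-transferred and incubated 30 min. Finally, AlphaScreen beads are added and read after 30 min.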
* marks the source's active call; other numbers are inactive results; ? = inconclusive; [ ] = another dose, or the depositor's remark. On the % scale 0 is the no-effect control and ±100 the full control effect; potency means the concentration at half of the fitted maximal effect. This is a subset (hit frequency here may not be typical).

L3MBTL1 block	Molecule
0%	Cc1ccc(-n2c(SCC(=O)c3c(N)n(C4CC4)c(=O)[nH]c3=O)nnc2N2CCOCC2)cc1
-7%	CN(CC(=O)Nc1cccc(F)c1)C(=O)C1CSC2(C)CCC(=O)N12 (stereo not drawn)
0%	CCOC(=O)C1=C(c2ccccc2)c2ccccc2N(S(=O)(=O)C(F)(F)F)C1C(=O)OCC (stereo not drawn)
-1%	C[C@H](NC(=O)c1nc[nH]c1C(=O)N[C@@H](Cc1ccccc1)C(=O)OCc1ccccc1)C(=O)OCc1ccccc1
-5%	CCOC(=O)[C@H]1[C@H]2COc3ccc(OC)cc3[C@@H]2N2C(=O)c3ccc(F)cc3NC(=O)[C@@]12C
-6%	COc1ccc(C(=O)CCC(=O)N2CCN(c3cccc(Cl)c3)CC2)cc1
-3%	COc1cccc(C(=O)Nc2cccc(-c3ccc(N4CCOCC4)nn3)c2)c1OC
4%	CCCCN1C(=O)C(=O)N(CC(=O)c2ccc3c(c2)OCO3)C1=O
-8%	CCC1CCC(N2CCN(c3ccc([N+](=O)[O-])cc3)CC2)CC1 (stereo not drawn)
2%	CC(=O)NCCc1ccc(C(=O)COC(=O)c2ccco2)cc1
3%	Cc1cc(Cl)cc2sc(NC(=O)c3ccco3)nc12
-29%	COc1ccccc1N1CCN(Cc2ccc(-c3ccccc3[N+](=O)[O-])o2)CC1
2%	CCCCN(C1CCS(=O)(=O)C1)S(=O)(=O)c1ccc(OC)cc1 (stereo not drawn)
5%	CCOC(=O)N1CCN(C(=O)c2ccc(S(=O)(=O)Nc3cccc(C(F)(F)F)c3)cc2)CC1
7%	O=C(CN1C(=O)NC2(CCCC2)C1=O)OCc1c(F)cccc1Cl
-5%	O=C(COc1ccc(Cl)cc1Br)Nc1ccccc1N1CCCC1
8%	O=C(CN1CCN(C(=O)CNC(=O)c2ccc(N3CCCC3=O)cc2)CC1)Nc1ccccc1Cl
-26%	COc1ccccc1C(=O)NCC(c1cccs1)N1CCc2ccccc21 (stereo not drawn)
12%	Cc1ccc(C(=O)O)cc1NC(=O)C1CCN(S(=O)(=O)c2ccc3c(c2)OCCO3)CC1
0%	CC(NC(=O)C12CC3CC(CC(C3)C1)C2)C(=O)NN=Cc1ccc([N+](=O)[O-])o1 (stereo not drawn)
-2%	Cc1ccc(S(=O)(=O)NCC(=O)NCC(=O)N2CCC(C)CC2)cc1
-8%	O=C1C=C(c2ccc(Oc3ccccc3)cc2)C[C@@H](c2ccc3c(c2)OCO3)C1
?	COC(=O)c1cccc(NC(=O)CN2C(=O)C3CCCCC3C2=O)c1 (stereo not drawn)
0%	Oc1c(Br)cc(Br)cc1CNn1cnnc1
1%	Cc1cc(C)n2nc(SCC(=O)N3CCC(C(=O)O)CC3)nc2n1

Molecules listed so far with bromine, in the order listed:
L3MBTL1 block	Molecule
-5%	O=C(COc1ccc(Cl)cc1Br)Nc1ccccc1N1CCCC1
0%	Oc1c(Br)cc(Br)cc1CNn1cnnc1

Further structures.
L3MBTL1 block	Molecule
-7%	Cc1ccnc(NC(=O)c2ccc(COc3c(F)c(F)cc(F)c3F)o2)c1
-2%	CC(C)n1cnnc1SCC(=O)NC(=O)c1ccccc1
-2%	Cc1ccc(S(=O)(=O)NCC(=O)N2CCc3ccccc3C2)cc1
5%	CCOC(=O)c1nn(-c2ccccc2)c(=O)cc1OCC(=O)Nc1cc(C)ccc1C
-4%	O=C(Cc1ccccc1F)Nc1cc(S(=O)(=O)N2CCOCC2)ccc1N1CCCC1
-4%	COc1cc(CNC(=O)c2cc(C(=O)NCc3cc(OC)cc(OC)c3)n(C)n2)cc(OC)c1
12%	COc1ccccc1NC(=O)c1c(C)nn(-c2ccccc2)c1Cl
4%	CCN(C[C@H]1N[C@@](C)(C(=O)OC)[C@H]2C(=O)N(C)C(=O)[C@@H]12)C(=O)Nc1ccc(C(F)(F)F)cc1
-2%	NC(=O)C1CCN(C(=O)/C(=C/c2ccccc2)NC(=O)c2ccccc2)CC1
0%	NC(N)=NS(=O)(=O)c1ccc(NC(=S)NC(=O)/C=C/c2ccccc2)cc1
4%	CCOC(=O)c1c(C)[nH]c(C(=O)OCC(=O)NCc2ccc(F)cc2)c1C
-1%	CCn1c(Cc2ccccc2)nnc1SC(C)C(=O)NC1CC1 (stereo not drawn)
14%	Cc1ccc(NC(=O)c2cc(=O)[nH]c3ccccc23)cc1C
-11%	O=C(COC(=O)c1cccs1)Nc1nnc(-c2ccccc2)o1
-2%	CCOc1ccccc1C(=O)NCC(=O)Nc1ncccc1C
-4%	C#CCOCCOCCOCCNc1nc(N2CCN(C(=O)[C@H]([C@@H](C)CC)n3cc([C@@H](N)Cc4ccc(O)cc4)nn3)CC2)nc(N2CCN(C(=O)[C@H](Cc3cc4ccccc4[nH]3)n3cc([C@@H](N)CC(C)C)nn3)CC2)n1
15%	Cc1ccc(N2C(=O)C(Cl)=C(N3CCCCCC3)C2=O)cc1
1%	Cc1ccc(NC(=O)CSCC(=O)N2CCCc3ccccc32)cc1
8%	O=C(NNC(=O)c1ccc(=O)[nH]c1)c1ccc(NS(=O)(=O)c2cccs2)cc1
-2%	CCCCC(=O)Nc1nnc(CCc2ccccc2)s1
40%[activator]	COc1cccc(-c2noc(C3CCCN(C(=O)c4cccc(F)c4)C3)n2)c1 (stereo not drawn)
-2%	COCCNC(=O)[C@@H]1CCCN1S(=O)(=O)c1cccc2cccnc12
1%	COc1ccc(CNC(=O)CCC(=O)n2ncc3cc(C)ccc32)cc1
0%[2.29 µM]	C=CCOc1cccc(/C=N/NC(=O)C(OC)c2ccccc2)c1 (stereo not drawn)
-2%	COc1cccc(NC(=O)CN(C)C(=O)c2ccc3c(c2)C(=O)N(CCC(C)C)C3=O)c1
-1%	CCOc1ccc(CNCCCSc2ncccn2)cc1
2%	NC(=O)c1ccsc1NC(=O)CN1C(=O)NC2(CCCC2)C1=O
-1%	COc1ccc(S(=O)(=O)N2CCCCCC2)cc1C(=O)Nc1cc(C)ccn1
5%	CC1CC(C)CN(C(=O)COC(=O)c2ccc(N3CCCC3=O)cc2)C1 (stereo not drawn)
0%	COc1cc(C(=O)OCC(=O)Nc2ccc(S(=O)(=O)N3CCCC3)cc2)cc(OC)c1OC
?	O=C(CN1CCN(c2ccc(O)cc2)CC1)Nc1ccc2c(c1)OCCCO2
0%	CC(C)(C)Nc1nc(Cl)nc(Nc2ccccc2)n1
4%	COc1ccc(NC(=O)CN(C)C(=O)c2ccc(NS(=O)(=O)c3ccc4[nH]c(=O)[nH]c4c3)cc2)cc1
-6%	Cn1c(-c2ccccc2)cnc1NCc1cc(Cl)ccc1O
-7%	COc1cccc(NC(=O)CN(C)C(=O)CCCc2c[nH]c3ccccc23)c1
-8%	CCOC(OCC)c1cn(Cc2ccc3c(c2)C(=O)c2ccccc2C3=O)nn1
-1%	COc1ccc(S(=O)(=O)Nc2cccc3c2O[C@H](CN(C)CC2CCCCC2)[C@@H](C)CN([C@H](C)CO)C3=O)cc1
-1%	COc1ccccc1-c1nnc(SCC(=O)NC2CCCCC2)n1N
4%	O=C(CSc1nc2[nH]ncc2c(=O)[nH]1)Nc1ccc(F)cc1
-4%	Cc1ccc(S(=O)(=O)N2CCOCC2)cc1NC(=O)CSCc1c(C)noc1C
-2%	Cc1ccc(-n2c(CCc3ccccc3)n[nH]c2=S)cc1C
1%	C#CCOCCOCCOCCNc1nc(N2CCN(C(=O)CCCCCCCCCCNC(=O)[C@H](CO)n3cc(CCCSC)nn3)CC2)nc(N2CCN(C(=O)CCCCCCCCCCNC(=O)[C@H](CCCCN)n3cc(CCO)nn3)CC2)n1
?	CC(=O)NC(C)c1cc(Cl)c2cccnc2c1O (stereo not drawn)
-5%	COC(=O)[C@@]1(C)[C@H]2C(=O)N(Cc3ccccc3)C(=O)[C@H]2[C@H]2CN=C(SCc3ccc(Cl)cc3)N21
1%	COc1ccc(NC(=O)c2cnc(SC)nc2)cc1
6%	C[C@H](CO)N1C[C@H](C)[C@@H](CN(C)C(=O)Nc2ccccc2)Oc2ccc(NS(=O)(=O)c3ccc(F)cc3)cc2C1=O
2%	O=C(NC1CCCCC1)c1cc2cc(Br)ccc2o1
1%	CC(=O)Nc1cccc(C(=O)OCC(=O)Nc2ccc(Cl)cn2)c1
-23%	O=C(COC(=O)c1ccc(Cl)c(S(=O)(=O)N2CCOCC2)c1)NCc1ccco1
4%	CCC(CO)Oc1cc(NC(=O)c2cccc([N+](=O)[O-])c2)c2ncn(C(C)C)c2c1 (stereo not drawn)

Carrying on.
L3MBTL1 block	Molecule
17%	CC(C)(C)OC(=O)n1cc(CCO)c2ccccc21
4%	COc1ccccc1NC(=O)c1ccc2c(c1)CCN2S(C)(=O)=O
-2%	COc1ccc(S(=O)(=O)N2CCCCC2)cc1NC(=O)CNc1ccc(F)cc1C
2%	NC(c1ccccc1)c1cccnc1 (stereo not drawn)
33%[activator]	COc1ccc(CC(C)Nc2ccccc2F)cc1 (stereo not drawn)
2%	Cc1ccc(C)c(SCC(=O)Nc2cc(S(=O)(=O)N3CCOCC3)ccc2C)c1
1%	CCOC(=O)[C@H]1[C@H]2COc3ccc(C)cc3[C@@H]2N2C(=O)CN(Cc3ccc(F)cc3)C(=O)[C@@]12C
-15%	CCN(CC(=O)Nc1ccc(OC)cc1)C(=O)c1ccc2[nH]c3c(c2c1)CC(C)CC3 (stereo not drawn)
0%[2.29 µM]	CCN1C(=O)CSC1=Nc1ccc(C(=O)O)cc1
-2%	COc1cc(OC)cc(-c2c(-c3ccc(F)cc3)c3cc(Br)ccc3n2C)c1
-13%	CC1=C(C(=O)OCc2ccccc2)C(c2ccccc2Cl)NC(=O)N1CCCCCC(=O)O (stereo not drawn)
-4%	Cc1ccc(/C=C/C(=O)OCC(=O)N(CC(C)C)c2c(N)n(Cc3ccccc3)c(=O)[nH]c2=O)o1
-3%	N#Cc1ccc(NC(=O)Cn2cnc([N+](=O)[O-])c2)cc1
1%	COC(=O)C1=C(C)N(Cc2ccccc2)C(=NCCCOC(C)C)N[C@H]1c1ccccc1
-1%	Cc1ccsc1C(=O)N1CCN(S(=O)(=O)c2cccc(F)c2)CC1
0%	O=C1NC2(CCCCC2)C(=O)N1CC(=O)N1CCc2ccccc21
0%	Cc1ccccc1NC(=O)CN1CCc2ccccc2C1
-5%	Cc1ccc(CCC(=O)Nc2ccc(N(C)C)cc2)o1
5%	O=C(CN1C(=O)NC2(CCc3ccccc32)C1=O)Nc1cccc(F)c1 (stereo not drawn)
-2%	CC1CN(Cc2ccccc2)c2nc3c(c(=O)n(CC(=O)O)c(=O)n3C)n2C1 (stereo not drawn)
-2%	CC(=O)Nc1ccc(NC(=O)CSc2nc(=O)n3cccc(C)c3n2)cc1
-2%	CC(NC(=O)c1ccccc1Cl)NC(=O)c1ccccc1Cl
10%	CN(C)C(=O)CSc1ccccc1C(=O)OCC(=O)NC1CC1
-2%	Cc1cccc(-c2nn(-c3ccccc3)cc2C(=O)NCC(c2cccs2)N2CCOCC2)c1 (stereo not drawn)
4%	Cc1ccc(C)c(NC(=O)CN(C)C(=O)CN2C(=O)C3CCCCC3C2=O)c1 (stereo not drawn)
8%	CC1=C(CC(=O)O)c2cc(F)ccc2C1=Cc1ccc(S(C)(=O)=O)cc1
3%	CCOc1ccccc1N1CC(C(=O)Nc2ccc(S(=O)(=O)N3CCCCC3)cc2)CC1=O (stereo not drawn)
2%	O=C(CCN1CCN(C/C=C/c2ccccc2)CC1)Nc1ccccc1Cl
-25%	O=C(COC(=O)c1ccc(S(=O)(=O)NCc2ccco2)cc1)NCc1ccccc1
0%	CC(=O)Nc1ccc(Nc2cc(C)c3ccccc3n2)cc1
0%	CCS(=O)(=O)N1Cc2ccccc2CC1C(=O)N(C)CC(=O)Nc1cccc(F)c1 (stereo not drawn)

Grouped by structure: the compounds so far containing an NH in an aromatic ring (12)
L3MBTL1 block	Molecule
0%	Cc1ccc(-n2c(SCC(=O)c3c(N)n(C4CC4)c(=O)[nH]c3=O)nnc2N2CCOCC2)cc1
-1%	C[C@H](NC(=O)c1nc[nH]c1C(=O)N[C@@H](Cc1ccccc1)C(=O)OCc1ccccc1)C(=O)OCc1ccccc1
4%	CCOC(=O)c1c(C)[nH]c(C(=O)OCC(=O)NCc2ccc(F)cc2)c1C
14%	Cc1ccc(NC(=O)c2cc(=O)[nH]c3ccccc23)cc1C
-4%	C#CCOCCOCCOCCNc1nc(N2CCN(C(=O)[C@H]([C@@H](C)CC)n3cc([C@@H](N)Cc4ccc(O)cc4)nn3)CC2)nc(N2CCN(C(=O)[C@H](Cc3cc4ccccc4[nH]3)n3cc([C@@H](N)CC(C)C)nn3)CC2)n1
8%	O=C(NNC(=O)c1ccc(=O)[nH]c1)c1ccc(NS(=O)(=O)c2cccs2)cc1
4%	COc1ccc(NC(=O)CN(C)C(=O)c2ccc(NS(=O)(=O)c3ccc4[nH]c(=O)[nH]c4c3)cc2)cc1
-7%	COc1cccc(NC(=O)CN(C)C(=O)CCCc2c[nH]c3ccccc23)c1
4%	O=C(CSc1nc2[nH]ncc2c(=O)[nH]1)Nc1ccc(F)cc1
-2%	Cc1ccc(-n2c(CCc3ccccc3)n[nH]c2=S)cc1C
-15%	CCN(CC(=O)Nc1ccc(OC)cc1)C(=O)c1ccc2[nH]c3c(c2c1)CC(C)CC3 (stereo not drawn)
-4%	Cc1ccc(/C=C/C(=O)OCC(=O)N(CC(C)C)c2c(N)n(Cc3ccccc3)c(=O)[nH]c2=O)o1
